LGR2 inh – blocks bursicon-induced cAMP signaling via Drosophila LGR2; HEK293 LGR2, CRE-luciferase, bursicon-stimulated, 4 h; inhibition, % at 9.99 µM; 0.35% of 380,000 active;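 active = drop in luminescence signal, shown as inhibition above about 50% in the replicate tests, limit read from the data, passing the limit was not always enough; inconclusive = probably only some replicates passing the limit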;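 note: agonist challenge used bursicon conditioned medium at about half maximal strength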
Cneo AK release – causes C. neoformans cell lysis; 0.2% of 360,000 active; adenylate kinase release luminescence, 4 h; normalised: neutral wells 0, clomiphene wells 100; lysis activity, % at 15 µM;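 active = mean lysis activity across replicates of at least 80%, whatever share of replicates individually reach that level; inactive = mean lysis activity below 80%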
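Schedule: static 4 h at 37 °C with compound, 1 h detection; system: C. neoformans cells; benchmarks: Clomiphene as positive control; buffer or medium: fresh YPD medium; measure: luminescence rise reflecting yeast cell lysis; measured by: luminescent adenylate kinase detection reagent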
PAX8 inh HTS – PAX8 transcriptional activity inhibition. RMG-I TPO-luciferase reporter, SteadyGlo, 24 h. inhibition, % at 12.6 µM. 1.2% of 360,000 active. AID 652154;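 active = mean replicate inhibition at least 60% with every replicate also reaching 60%; inconclusive = only one of the two criteria is met; inactive = mean below 60% and not all replicates reaching 60%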;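 note: luciferase light reporting Pax8 driven TPO promoter activity; plate controls were median of neutral control wells for no effect and mitoxantrone controls for full effect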
ARNT TACC3 PPI – disrupts binding between human ARNT and TACC3. inhibition, % at 9.99 µM. AlphaScreen His-ARNT PAS-B/GST-TACC3 binding, luminescence; TACC3 fragment carries E629A point mutation. 0.66% of 390,000 active;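 active = mean inhibition of replicates at least 50% and at least half of replicates each reaching 50%; inconclusive = half or more replicates reach 50% but mean below 50%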;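 note: 0% = complete ARNT plus TACC3 wells and 100% = ARNT alone without TACC3; many hits fall short of the cut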
Statin myotox sup – suppressors of simvastatin-induced myotoxicity in C2C12 myotubes. ATP luminescence, 48 h; scaled: DMSO 0, geranylgeraniol control 100. rescue of ATP level, % at 7.49 µM. 0.78% of 330,000 active. AID 602340;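 active = mean ATP rescue above about 67%, or every replicate alone reaching that limit, limit read from the data, passing the limit was not always enough; inconclusive = no clear call, values can overlap the other calls; inactive = mean under the limit and some replicate under it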;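 note: myotubes were challenged with 10 µM simvastatin during compound exposure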
GSIS activator – primary screen for activators of insulin secretion dependent on glucose, INS-1E cells, GLuc reporter luminescence; 0.61% of 370,000 active; AID 743287; activation, % at 16.6 µM; INS-1E GLuc reporter insulin secretion, 2-3 h;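 active = lowest replicate activation of at least 40%, so every replicate reaches that level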;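 note: 0% = median of neutral control wells and 100% = median of IBMX positive control wells; some compounds called inactive have numbers as strong as hits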
PglD inh – blocks C. jejuni PglD acetyltransferase activity | inhibition, % at 12.5 µM | AID 602405 | 0.098% of 360,000 active | purified PglD enzyme, DTNB colorimetric CoA detection; in the data active = inhibition above about 16%, passing the limit was not always enough; inconclusive = no clear call, values can overlap the other calls; note: strong numbers were not always called active
PGC1a acetyl inh – PGC1a acetylation modulation, inhibitor mode. inhibition, % at 15.6 µM. U2OS PGC1a acetylation, AlphaScreen anti-acetyl-lysine; with virally co-expressed GCN5 acetyltransferase. 0.17% of 350,000 active;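 active = every replicate shows inhibition of at least 40%; inconclusive = mean inhibition at least 40% but some replicate below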;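 note: 0% = neutral control wells and 100% = positive control wells; some results beyond the cut were filed as inactive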
Active calls of the source: *; ? = inconclusive; . = no result given; & = joins results of further samples.

smiles	LGR2 inh	Cneo AK release	PAX8 inh HTS	ARNT TACC3 PPI	Statin myotox sup	GSIS activator	PglD inh	PGC1a acetyl inh
O=C(NCCc1cccc(F)c1)[C@@H]1CSC2c3ccccc3C(=O)N21 (stereo partly drawn)	.	2	.	-6	.	.	4	0
O=C(NCc1ccco1)c1ccc2c(c1)OCCO2	13	-1	-35	0	.	-8	-1	2
CCC1CCCCN1C(=O)COC(=O)c1ccc(S(=O)(=O)N2CCOCC2)cc1 (stereo not drawn)	.	1	.	-1	3	.	-5	13
C[C@@H]1CN([C@H](C)CO)C(=O)c2cc(NC(=O)Nc3ccc(C(F)(F)F)cc3)ccc2O[C@H]1CN(C)C(=O)NC1CCCCC1	-18	-1	23	4	-2	-6	-1	1
C[C@H](CO)N1C[C@H](C)[C@@H](CN(C)C(=O)NC2CCCCC2)OCCCC[C@H](C)Oc2ccc(NS(C)(=O)=O)cc2C1=O	-23	-2	-6	-6	5	16	-1	-3
CCCNC(=O)N(C)C[C@H]1Oc2cc(C#CC3CC3)ccc2S(=O)(=O)N([C@H](C)CO)C[C@H]1C	-4	2	.	-39	5	-13	0	-12
CC(O)CNCCOc1ccccc1-c1ccccc1 (stereo not drawn)	-6	2	17	-3	.	20	-3	1
COc1ccc(C(=O)CSc2nc(C)cc(=O)[nH]2)cc1C	-6	-1	21	-11	3	9	-7	-2
Cc1noc(C)c1NC(=O)Nc1ccc2c(c1)C(=O)N([C@H](C)CO)C[C@H](C)[C@@H](CN(C)Cc1ccc3c(c1)OCO3)OCCCC[C@H](C)O2	11	2	8	-5	.	9	-2	-2
O=C(Nc1cccc(C(=O)O)c1)/C(=C\c1cccc([N+](=O)[O-])c1)NC(=O)c1ccc(Br)cc1	9	0	-28	.	-18	11	10	7
C[C@H](CO)N1C[C@H](C)[C@H](CN(C)C(=O)c2cccc(F)c2)Oc2ncc(C3=CCCCC3)cc2C1=O	15	1	-7	2	9	-7	0	-1
COc1ccc(OC)c(C(=O)c2c(C)oc3cc([N+](=O)[O-])c(O)c([N+](=O)[O-])c23)c1	-14	1	-8	-2	.	-21	-3	13
Cc1ccc2nc(-c3ccc(NC(=O)COC(=O)c4ccc(=O)[nH]c4)cc3)sc2c1	?	.	-62	2	.	3	.	.
C[C@H]1CN([C@@H](C)CO)C(=O)c2cc(C#CC3CC3)cnc2O[C@@H]1CN(C)C(=O)c1ccncc1	-9	.	.	.	17	7	.	-4
CC[C@]12c3[nH]c4ccc(Cl)cc4c3CCN1C(=O)[C@@H](CC(=O)NCCC1=CCCCC1)C[C@@H]2C(=O)N1CCN(C(=O)c2ccco2)CC1	9	0	38	-2	-2	-17	-1	2
Cc1ccc(SCCC(=O)Nc2cc(C)on2)cc1	7	-3	2	-5	.	6	-2	-1
Cc1cccc(C)c1OCc1cc(C(=O)N2CCCC2c2nonc2C)no1 (stereo not drawn)	-21	1	-13	5	.	-28	5	-5
Cc1ccc(-c2nc3ncccn3c2NC2CCCC2)o1	.	0	6	9	12	.	3	4
Cc1ccccc1OCc1nc2c3c(ncn2n1)-c1ccccc1CC31CCCC1	-11	.	9	-6	8	-29	.	-14
CC(C)CC1C(=O)N(Cc2cn(CCC3OCCCO3)nn2)CCS(=O)(=O)N1Cc1ccc(-c2ccncc2)cc1 (stereo not drawn)	-6	1	-9	.	-12	2	1	-39
O=C(CCC(=O)NC1CCCCCCC1)Nc1nnc(C(F)(F)F)s1	6	-1	.	-3	-4	-17	-166	-4
O=C(CN1CCOCC1)N1CC[C@@H]2[C@@H](CO)Nc3ccc(Br)cc3[C@@H]21	-13	-11	-3	-12	-15	0	0	-4
C[C@@H]1CN([C@@H](C)CO)C(=O)c2cccc(NC(=O)C3CCCCC3)c2O[C@H]1CN(C)C(=O)NC1CCCCC1	-3	-3	.	14	2	10	9	10
COc1ccc(Cc2nnc(SCC(=O)NC3CCCC3)o2)cc1	.	0	-6	-2	6	.	3	14
Cc1ccc(S(=O)(=O)NNC(=O)c2cc(C)cs2)cc1	-2	.	6	-6	.	5	.	.
COc1cc(NC(=O)Nc2nc(C(N)C(C)C)cs2)cc(OC)c1OC (stereo not drawn)	-16	0	21	.	-8	-6	4	.
CC1(C)C(C=C(Cl)Cl)C1C(=O)N1CCN(c2ccccc2)CC1 (stereo not drawn)	.	.	.	0	-1	-18	.	-15
CC(=O)NC12CC3CC(C1)CC(C(=O)N1CCN(S(=O)(=O)c4ccc(C(C)C)cc4)CC1)(C3)C2	1	1	4	-8	-10	-5	-3	9
COC(=O)CN(c1ccc(C(C)C)cc1)S(=O)(=O)c1c(C)[nH]c(=O)[nH]c1=O	-2	0	-3	.	-10	10	2	4
COc1ccccc1NS(=O)(=O)c1cc(C(=O)NCCN2CCOCC2)ccc1Cl	.	0	.	-20	-5	.	7	-9

By substructure: those above with fluorine.
smiles	LGR2 inh	Cneo AK release	PAX8 inh HTS	ARNT TACC3 PPI	Statin myotox sup	GSIS activator	PglD inh	PGC1a acetyl inh
O=C(NCCc1cccc(F)c1)[C@@H]1CSC2c3ccccc3C(=O)N21 (stereo partly drawn)	.	2	.	-6	.	.	4	0
C[C@@H]1CN([C@H](C)CO)C(=O)c2cc(NC(=O)Nc3ccc(C(F)(F)F)cc3)ccc2O[C@H]1CN(C)C(=O)NC1CCCCC1	-18	-1	23	4	-2	-6	-1	1
C[C@H](CO)N1C[C@H](C)[C@H](CN(C)C(=O)c2cccc(F)c2)Oc2ncc(C3=CCCCC3)cc2C1=O	15	1	-7	2	9	-7	0	-1
O=C(CCC(=O)NC1CCCCCCC1)Nc1nnc(C(F)(F)F)s1	6	-1	.	-3	-4	-17	-166	-4

One compound at a time, from the list above:
COc1ccc(OC)c(C(=O)c2c(C)oc3cc([N+](=O)[O-])c(O)c([N+](=O)[O-])c23)c1 in the list: LGR2 inh = -14; Cneo AK release = 1; PAX8 inh HTS = -8; ARNT TACC3 PPI = -2; Statin myotox sup = .; GSIS activator = -21; PglD inh = -3; PGC1a acetyl inh = 13
O=C(NCc1ccco1)c1ccc2c(c1)OCCO2 in the list: LGR2 inh = 13; Cneo AK release = -1; PAX8 inh HTS = -35; ARNT TACC3 PPI = 0; Statin myotox sup = .; GSIS activator = -8; PglD inh = -1; PGC1a acetyl inh = 2

Next structures
structure | LGR2 inh | Cneo AK release | PAX8 inh HTS | ARNT TACC3 PPI | Statin myotox sup | GSIS activator | PglD inh | PGC1a acetyl inh
Cc1cccc(NC(=O)CNC(=O)c2cn(Cc3ccccc3)nc2-c2cccnc2)c1C | -14 | -1 | -15 | 0 | -2 | -17 | -3 | 8
CCOC(=O)Cc1csc(SC(C)C(=O)NC2CCCCC2C)n1 (stereo not drawn) | -6 | 2 | -1 | -18 | 5 | 12 | 1 | -9
Cc1noc(C)c1NC(=O)Nc1ccc2c(c1)C(=O)N([C@@H](C)CO)C[C@@H](C)[C@@H](CN(C)Cc1ccc3c(c1)OCO3)O2 | 4&7 | 6&-1 | 13 | 6&-3 | 12&2 | 19&-5 | -2&2 | -3&-5
CCn1c(CSc2nccn2C)nc2cc(C(=O)O)ccc21 | -4 | 0 | . | 10 | 3 | 3 | -2 | .
CCc1ccc(NC(=O)CN2CCC(C(=O)c3ccc(OC)cc3)CC2)cc1 | 8 | -3 | 2 | -8 | -10 | -11 | 0 | -14
CC(C)(Oc1ccc(Cl)cc1)C(=O)NCC(c1ccco1)N1CCCCC1 (stereo not drawn) | 14 | 0 | 10 | -5 | 11 | -37 | -4 | 7
COc1ccc(CN(C)C[C@@H]2Oc3ccc(NC(=O)Cn4cnnn4)cc3CC(=O)N([C@H](C)CO)C[C@H]2C)cc1 | 14 | -4 | -13 | 1 | 11 | 13 | 0 | 9
CCn1c(CNC(=O)c2ccc(OC)cc2)nnc1SCC(=O)c1ccccc1 | . | 3 | . | 3 | . | . | 9 | -2
Cc1ccc(S(=O)(=O)CCC#N)cc1 | 8 | -1 | 0 | -3 | . | 39 | 5 | 11
C[C@@H]1CN([C@H](C)CO)C(=O)c2cc(NC(=O)Nc3ccc(F)cc3)ccc2O[C@@H](C)CCCCO[C@@H]1CN(C)S(=O)(=O)c1ccccc1 | 6 | 0 | -14 | 3 | . | 22 | 3 | 2
Cc1cc(C)n(CC(O)CN(c2cccc([N+](=O)[O-])c2)S(=O)(=O)c2ccccc2)n1 (stereo not drawn) | . | 1 | . | -7 | -2 | . | 6 | -10
Cc1nc(N2CCN(C)CC2)c2cc(-c3ccccc3)sc2n1 | -11 | -2 | 3 | 4 | -2 | 12 | 1 | -1
CCCCn1c(N)c(N(CC(C)C)C(=O)CSCC(=O)Nc2ccc(OC)cc2)c(=O)[nH]c1=O | 5 | -1 | 11 | -3 | 7 | 4 | 0 | .
CCN1CCN(C(=O)/C=C/c2ccc(C(C)C)cc2)CC1 | -3 | -6 | 9 | 21 | -14 | -5 | -3 | 24
O=C(O)c1cc(S(=O)(=O)N2CCCCC2)ccc1N1CCCCC1 | 2 | -1 | -9 | -8 | 13 | 28 | -2 | -7
O=C(NC1=NCCS1)c1cccc(OC(F)F)c1 | -17 | . | -40 | -4 | . | 13 | . | 17
CCc1nnc(SCC(=O)Nc2ccccc2Cl)nc1CC | 12 | . | -16 | 0 | . | -2 | . | .
c1cc2c(cc1C1=Nn3c(nnc3C3CCCCC3)SC1)OCO2 | . | 2 | . | -8 | -12 | . | 0 | -3
CCOC(=O)C1=C(N)OC2=C(C(=O)CCC2)C1c1ccc(C)s1 (stereo not drawn) | -25 | -1 | . | 4 | -19 | -8 | 0 | -2
O=C(C[C@H]1CC[C@H]2[C@@H](COC[C@@H](O)CN2C(=O)c2ccc3c(c2)OCO3)O1)NC1CCCC1 | 5 | 2 | 17 | 18 | 13 | 3 | 1 | -5
O=S(=O)(Nc1ccc2c3c(cccc13)CC2)c1ccccc1 | . | -2 | 8 | . | -2 | . | -2 | -10
COc1ccc(CN(C)C[C@H]2Oc3ccc(NS(=O)(=O)c4c(C)noc4C)cc3C(=O)N([C@H](C)CO)C[C@@H]2C)cc1 | 14 | -1 | . | -12 | . | 25 | 0 | 0
O=C(CN1CCCCCC1)N/N=C/c1ccc(Cl)c(Cl)c1 | -4 | 10 | -24 | 5 | . | 25 | 4 | -3
CC(c1ccco1)N(C(=O)c1ccc(S(=O)(=O)N2CCCCC2)cc1)c1ccccn1 (stereo not drawn) | . | 1 | 1 | -2 | 33 | . | -1 | -8
C[C@@H]1CN([C@H](C)CO)C(=O)c2cccc(NS(C)(=O)=O)c2O[C@@H]1CN(C)Cc1ccc(C(=O)Nc2ccccc2N)cc1 | 15 | -3 | . | 0 | . | 34 | 3 | 1
C[C@H]1CN([C@@H](C)CO)C(=O)c2cc(NC(=O)CCN3CCOCC3)ccc2O[C@H]1CN(C)Cc1ccc(C(=O)Nc2ccccc2N)cc1 | 8 | 3 | . | 4 | 41 | 5 | 0 | 3
Cc1ccc(N(C(=O)c2ccccc2Cl)C2=NC(C)CS2)c(C)c1 (stereo not drawn) | -8 | . | -9 | 2 | . | -14 | . | .
COc1ccc(-c2ccc([C@H]3[C@H](CO)N4C(=O)CN(C(=O)C5CC5)C[C@@H]34)cc2)cc1 | -14 | . | -17 | . | . | -1 | . | -16

Screening results: PubChem, Broad Institute
